High-throughput results as filed in PubChem.
S3 lipid droplet – qHTS Assay for Lipid Storage Modulators in Drosophila S3 Cells; Potency in µM for hits, for the others lipid storage change, negative = inhibition, % at the top dose, mostly 46.1 µM; Drosophila S3 cells, BODIPY lipid droplet fluorescence, 18-24 h; cells fed with added oleic acid; AID 2685, 2010; hit rate 0.64% among 320,000; active means well fitted inhibition curve with a large enough effect in the signal ratio, with a control signal flat, not every such curve was filed as active; inconclusive means small, poorly fitted or top-dose-only effect, or effect the other way, or a change in a side signal; the % refers to the signal ratio
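Drosophila S3 cells loaded with oleic acid (400 uM, as added) and compounds at several concentrations; lipid droplets imaged by 488-nm laser-scanning cytometry, 500–530 nm intensity and object ratio to cell channel. Percent activity normalized to 20 uM Triacsin C.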
S3 lipid droplet cell count max – recorded beside S3 lipid droplet, whose call it bears; cell number change, %; measured here: cell count max response;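 cells counted by Cell Tracker Red CMTPX staining in the red channel; peak over a dose series mostly up to 46.1 µM; percent activity relative to internal control wells on each plate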
Starred values were filed as active, the others as inactive; i = inactive; ? = inconclusive; . = not tested or not shown; [ ] = another dose, or the depositor's remark. On the % scale 0 is the no-effect control and ±100 the full control effect; potency means the concentration at half of the fitted maximal effect.

SMILES	S3 lipid droplet	S3 lipid droplet cell count max
Cc1coc(NC(=O)CSc2nc(-c3ccc(Cl)cc3)cc(C(F)(F)F)c2C#N)n1	?	.
O=C(NCc1ccccc1)Oc1cccc(Cl)c1	1%	6
Cn1c(CSCc2ccccc2)nnc1SCC(=O)Nc1ccc(C(=O)O)cc1	6%	7
Cc1ccccc1CN(c1ccc(C(=O)NCC2CCCO2)cc1)S(C)(=O)=O (stereo not given)	-7%	-5
COCC1CCN(C(=O)c2cc(COc3ccc(-n4cncn4)cc3)on2)C1 (stereo not given)	5%	-15
COc1ccccc1[C@@]1(C)ON(c2ccccc2C(F)(F)F)C1=O	?	.
CCOc1ncccc1C(=O)Nc1cc(S(=O)(=O)N2CCCCCC2)ccc1OC	?	.
Cc1ccccc1Cn1ccc(NC(=O)c2nn(C)cc2[N+](=O)[O-])n1	?	.
COc1ccc(CN2C(=O)CCC2(C)C(=O)NCc2cccnc2)c(OC)c1 (stereo not given)	?	.
O=C(Nc1ccccc1)Nc1nc2ccccc2s1	1%	-10
CC1(C)NC(=O)N(CC(O)COc2cccc(F)c2)C1=O (stereo not given)	?	.
Cc1nc(NCc2ccccn2)c2ccccc2n1	i	.
COc1cc(N)c(Cc2nccc3cc(OC)c(OC)cc23)cc1OC	-8%	8
Cc1ccnc(NC(=O)CCCNC(=O)c2ccc(Cl)cc2)c1	?	.
CCN(C(=O)CSc1nncn1-c1ccccc1)C1CCS(=O)(=O)C1 (stereo not given)	-2%[0.0737 µM]	-1
CC(=O)c1cccc(NC(=O)C(C)OC(=O)CNC(=O)c2ccc(C)s2)c1 (stereo not given)	?	.
COc1cc(NC(=O)C2CCCO2)c(OC)cc1Cl (stereo not given)	16%	-4
N/C(=N\OC(=O)COc1ccc(Cl)cc1)c1cccnc1	?	.
O=C(CSCc1ccco1)NC1CCCC1	-5%	-16
Cc1nc2ccc(S(=O)(=O)NCC(=O)NCCc3ccc(Cl)cc3)cc2s1	?	.
C=CCOC(=O)c1sc(NC(=O)c2ccc(OC)cc2)nc1C	-3%	2
CC(C)(C)n1nc(-c2ccc(Cl)cc2)c2c(N)ncnc21	?	.
CC1CCCCN1C(=O)c1ccc(Br)o1 (stereo not given)	i	1
O=c1[nH]nc(C(F)(F)F)c2nnn(Cc3ccccc3Cl)c12	i	2
CCNC(=S)NNC(=O)c1ccc(OC(F)F)cc1	i	.

Next part.
SMILES	S3 lipid droplet	S3 lipid droplet cell count max
COc1ccc(/C=N/NC(=O)C(C)n2nnc3ccccc32)cc1OC (stereo not given)	?	.
CNNC(=O)C(=O)NNS(=O)(=O)c1ccccc1	?	.
Cc1cccc(Nc2ncccc2C(=O)NCc2cccs2)c1C	24%	-8
CCCCCOC(=O)Cn1c(N2CCCCCC2)nc2c1c(=O)[nH]c(=O)n2C	13%	-20
CC(C)c1ccc(/C=C(\c2nc3ccccc3[nH]2)S(=O)(=O)c2ccccc2)cc1	?	.
O=C1C=C(c2ccc(O)cc2)C[C@@H](c2ccc(Cl)cc2)C1	?	.
CCSc1nnc(COc2ccccc2)n1CC	14%	-3
COc1cc(C2C3C(C)N(C)C(=O)N(C)C3N(C)C(=O)N2C)ccc1O (stereo not given)	-11%	1
O=C(N1CCOCC1)N1CCCC(c2nc(-c3cccs3)no2)C1 (stereo not given)	?	.
OCCn1c(CSc2nc3ccccc3n2CCO)nc2ccccc21	?	.
CN(C)c1ccc(S(=O)(=O)NCC(=O)OCC(=O)Nc2cccc(Cl)c2)cc1[N+](=O)[O-]	-1%	-7
NC(=O)COC(=O)CC(c1ccccc1)c1ccccc1	i	.
COc1ccc(-c2cc(C)no2)cc1S(=O)(=O)NCC(C)c1ccccc1 (stereo not given)	?	.
COc1cc2c(cc1NC(=O)c1cccc(F)c1)CCCC2	?	.
CN(Cc1ccon1)C(=O)c1ccc2nc(Cc3cccc(Cl)c3)oc2c1	i	-7
CCCCSCCCNC(=O)CCCN1C(=O)c2ccccc2Sc2ncccc21	19%	.
Cc1cc(C)cc(N(CC(=O)NC(C)(C)C)C(=O)CCC(=O)Nc2ccccn2)c1	?	.
Cc1ccc(S(=O)(=O)/N=C2/NC(=O)/C(=C/c3ccccc3)S2)cc1	5%	-19
N#Cc1ccc(CN2CCN(C(=O)c3ccccc3)CC2)c(Cl)c1	22%	-1
CCOC(=O)C1C(c2ccc(Cl)cc2)NC(=S)NC1(O)C(F)(F)F (stereo not given)	-2%	-11
Cc1ccc(C(=O)N2CCN(c3ccc(N4CCOCC4)nn3)CC2)cc1C	i	.
C=CCOc1ccc(/C=N/NC(=O)CN2CCCCC2)cc1OC	?	.
Cc1ccc(NC(=S)N(CCN(C)C)Cc2cccs2)c(C)c1	0%	6
CCCc1cc(N2CCC(C(N)=O)CC2)nc(-c2ccccc2)n1	0%	17
COC(=O)[C@@H]1[C@@H](C)N(Cc2ccccc2)C(=O)N[C@H]1c1cccc(C(F)(F)F)c1	7%	7

Given in CSV form: part of the list above
structure,S3 lipid droplet,S3 lipid droplet cell count max
COc1ccc(/C=N/NC(=O)C(C)n2nnc3ccccc32)cc1OC (stereo not given),?,.
CNNC(=O)C(=O)NNS(=O)(=O)c1ccccc1,?,.
Cc1cccc(Nc2ncccc2C(=O)NCc2cccs2)c1C,24%,-8
CCCCCOC(=O)Cn1c(N2CCCCCC2)nc2c1c(=O)[nH]c(=O)n2C,13%,-20
CC(C)c1ccc(/C=C(\c2nc3ccccc3[nH]2)S(=O)(=O)c2ccccc2)cc1,?,.
O=C1C=C(c2ccc(O)cc2)C[C@@H](c2ccc(Cl)cc2)C1,?,.
CCSc1nnc(COc2ccccc2)n1CC,14%,-3
COc1cc(C2C3C(C)N(C)C(=O)N(C)C3N(C)C(=O)N2C)ccc1O (stereo not given),-11%,1
O=C(N1CCOCC1)N1CCCC(c2nc(-c3cccs3)no2)C1 (stereo not given),?,.
OCCn1c(CSc2nc3ccccc3n2CCO)nc2ccccc21,?,.
CN(C)c1ccc(S(=O)(=O)NCC(=O)OCC(=O)Nc2cccc(Cl)c2)cc1[N+](=O)[O-],-1%,-7
NC(=O)COC(=O)CC(c1ccccc1)c1ccccc1,i,.
COc1ccc(-c2cc(C)no2)cc1S(=O)(=O)NCC(C)c1ccccc1 (stereo not given),?,.
COc1cc2c(cc1NC(=O)c1cccc(F)c1)CCCC2,?,.
CN(Cc1ccon1)C(=O)c1ccc2nc(Cc3cccc(Cl)c3)oc2c1,i,-7
CCCCSCCCNC(=O)CCCN1C(=O)c2ccccc2Sc2ncccc21,19%,.

(further entries)
SMILES	S3 lipid droplet	S3 lipid droplet cell count max
Cc1ccccc1NC(=O)c1cc(S(=O)(=O)c2ccccc2)ccc1Cl	?	.
C/C(=C\c1ccccc1)C(=O)NCCCn1ccnc1	?	.
CCOC(=O)c1cnc(SCC(=O)Nc2ccc(N3CCOCC3)c(Cl)c2)nc1N	2%	9
NC(=O)c1ccccc1N/C=C/C(=O)c1ccc(F)cc1	-19%	-17
CCOC(=O)C(=NC1CCCCC1)NNc1cccc(C(F)(F)F)c1	?	.
N#Cc1cc2c(nc1SCC(=O)O)CCCC2	i	13
COc1cccc(-n2nnnc2SCC(=O)Nc2nc3c(s2)CCCC3)c1	-6%	-15
Cc1cc(OCCn2ccnc2)ccc1C(C)C	?	.
COc1cccc(OCCn2cccc2/C=C2/C(=N)N3OC(C)=CC3=NC2=O)c1	-2%	7
CCOc1ccc(S(=O)(=O)Nc2ccccc2SC)cc1	14%	-1
COc1ccc(CN2CCN(Cc3ccc(C(F)(F)F)cc3)CC2)cc1	-6%	-12
O=C(CC1S/C(=N/N=C/c2ccco2)NC1=O)Nc1cccc(Cl)c1Cl (stereo not given)	2%	.
COc1ccc(CCn2c(=O)[nH]c3cc(C(=O)N4CCN(c5ccccc5)CC4)ccc3c2=O)cc1OC	?	.
CC1CCCCC1NC(=O)CSC1=Nc2ccccc2C2CC=NN12 (stereo not given)	13%	16
Cn1cc([N+](=O)[O-])c(C(=O)NNC(=O)c2ccc([N+](=O)[O-])cc2)n1	i	.
Cc1ccc(CSc2nsc(C)c2C#N)cc1	16%	9
CCOC(=O)c1nnn(CC(=O)N2N=C(c3ccccc3)CC2c2ccccc2)c1C(=O)OCC (stereo not given)	?	.
COc1ccc(C2C(C(=O)OC3CCCCC3)=C(C)Nc3nnnn32)c(OC)c1OC (stereo not given)	?	.
CS(=O)(=O)N(CC(=O)Nc1ccccc1C(=O)NCCc1ccccc1)c1ccc2c(c1)OCCO2	?	.
C=CCn1nc2n(c1=O)-c1ccccc1SC2	3%	11
CN(C)c1nc2c(c(N)nn2-c2ccc(Cl)cc2)c(=O)o1	?	.
COc1ccc2c(CCNC(N)=S)c[nH]c2c1	2%	10
Cc1ccc(NC(=O)Cn2cc(C=O)c3ccccc32)cc1	-2%	9
COc1cc(OC)cc(C(=O)NCC2CCCO2)c1 (stereo not given)	?	.
CCCN(c1ccc(C(=O)OC)cc1)S(=O)(=O)c1ccccc1	?	.

Other records.
SMILES	S3 lipid droplet	S3 lipid droplet cell count max
COc1ccc(-n2c(SCc3ccc([N+](=O)[O-])cc3)nnc2-c2ccccc2)cc1	?	.
O=C(c1cccc([N+](=O)[O-])c1)N1CCCC(C(=O)N2CCCCC2)C1 (stereo not given)	-3%	17
Cc1ccc(C)c2[nH]c(=O)c(CN(Cc3ccc4c(c3)OCO4)Cc3nnnn3Cc3ccco3)cc12	?	.
O=C(NCCc1ccccc1)C1CC(=O)N(C2CCCCCC2)C1 (stereo not given)	15%	-8
C/C(=N\NC(=O)COc1ccc(C(C)(C)C)cc1)c1ccc(OC(F)F)cc1	?	.
O=C1CCCC2=C1C(c1ccccc1)CC(=O)N2c1ccccc1 (stereo not given)	?	.
Cc1ccc(Cn2c(=O)n(Cc3ccco3)c(=O)c3ccccc32)cc1	-2%	-9
CC(=O)CC(=O)Nc1ncc(C(F)(F)F)cc1Cl	?	.
NNc1nc(Nc2ccccc2)nc(N2CCCCC2)n1	?	.
C=CCn1c(SCC(=O)N2CCc3ccccc3C2)nc2sc(C)cc2c1=O	-4%	-9
Cc1cc(/C=C(\C#N)C(=O)O)c(C)n1CC(C)C	6%	9
Cc1cc(C)c(-n2c(C)cc(/C=C3/NC(=O)NC3=O)c2C)c(C)c1	?	.
COc1ccc(C(=O)Nc2ccc(S(=O)(=O)Nc3cc(C)nc(C)n3)cc2)c(OC)c1	?	.
CCOc1ccc(CCNC(=O)c2cc(C)on2)cc1OCC	14%	4
O=C1CC(N2CCN(c3ccccc3)CC2)C(=O)N1c1cccc(Cl)c1 (stereo not given)	20%	-5
CCCNc1c(NS(=O)(=O)c2ccc(OC)c(OC)c2)c(=O)oc2ccccc12	?	.
OCCN1CCN(CC(O)COc2ccc(C34CC5CC(CC(C5)C3)C4)cc2)CC1 (stereo not given)	17%	11
CC1(C)CC(NC(=O)c2cccc3ccccc23)CC(C)(C)N1	?	.
COP(=O)(OC)c1nc(-c2ccc([N+](=O)[O-])cc2)oc1N1CCCCC1	-20%	1
CCCCCNS(=O)(=O)c1cc2c3c(c1)CCC(=O)N3CCC2	2%	10
Cc1cc(Cl)ccc1OCCCC(=O)NCC1CCCO1 (stereo not given)	?	.
CC(=O)c1c(C(C)=O)c(C)n(-c2ccc(N)c(C)c2)c1C	i	.
COc1ccc(S(=O)(=O)N2CCCCCC2)cc1C(=O)Nc1cccc(C)n1	?	.
CCc1ccc(/C=C2\Oc3c(ccc(O)c3CN3CCN(C)CC3)C2=O)cc1	9%	12
COc1cc(NC(=O)Cc2ccccc2)ccc1NC(=O)c1ccccc1	23µM*	5.3*

Following part:
SMILES	S3 lipid droplet	S3 lipid droplet cell count max
CN(C)CCCOC(=O)Cc1ccc(Cl)cc1	?	.
COc1ccc(S(=O)(=O)N2CCN(C(=O)c3cc(C)on3)CC2)cc1	?	.
COc1cccc(CN(C)C(=O)c2ccccc2SCC(=O)N2CCCC2)c1	?	.
COc1ccc(-n2c(Cn3nc(C(F)(F)F)cc3C)n[nH]c2=S)cc1	-6%	-13
CC(C)=C1C2CCC1C1C(=O)N(c3nccs3)C(=O)C21 (stereo not given)	-15%	-13
CC(C)OC(=O)CSc1nnc(-c2cnccn2)n1-c1ccccc1	3%	1
CC(Oc1cccnc1[N+](=O)[O-])C(=O)Nc1ccc(F)cc1 (stereo not given)	?	.
CC1Cc2cc(/C(O)=C3/C(=O)C(=O)N(CCCN4CCOCC4)C3c3ccc(C(C)C)cc3)ccc2O1 (stereo not given)	i	-1
CCOC(=O)C1(Cc2cccc(OC)c2)CCN(Cc2cccc3c2OCO3)CC1	-3%	-1
Cc1ccc2cccc(OCC(=O)Nc3cccc(S(=O)(=O)N4CCCC4)c3)c2n1	?	.
Cc1nc2c(c(-c3ccccc3)c1C#N)C(=O)c1ccccc1-2	-1%	3
Cc1ccc2oc(=O)c3cnn(CC(=O)Nc4ccccc4N4CCN(C)CC4)c3c2c1	-13%	-22
Cc1cccc(NC(=O)c2cc(S(=O)(=O)N3CCC4(CC3)OCCO4)ccc2F)c1	?	.
Cc1cccc(C)c1NC(=O)CN(C)C(C)C(=O)Nc1ccccc1-c1ccccc1 (stereo not given)	?	.
Cn1cc(C(=O)N/N=C/c2ccc3c(c2)OCO3)c2ccccc21	?	.
CC(C)(C)NC(=O)C(c1ccccc1F)N(Cc1ccco1)C(=O)c1csnn1 (stereo not given)	?	.
O=S(=O)(NNc1cccc(Cl)n1)c1ccc(Cl)cc1	?	.
Oc1[nH]c2ccccc2c1N=NC(=S)N1CCOCC1	?	.
CCN(Cc1ccccc1)C(=O)c1cccc(S(=O)(=O)N2CCN(Cc3ccccc3)CC2)c1	?	.
CCCOc1ccccc1C(=O)N(Cc1ccco1)C1CCS(=O)(=O)C1 (stereo not given)	-6%	-18

The list is partial; the hit share may differ from the screen's.
